NCI-60 one-dose screen, 48 h, at 10 µM unless noted. Numbers give growth in % (100 = growth as untreated, 0 = no growth, -100 = all killed).
OVCAR-8: OVCAR-8 ovarian cancer | 81,000 compounds, 4.4% hits
OVCAR-5: OVCAR-5 ovarian cancer; AID 1794783; 82,000 compounds, 2.9% hits
OVCAR-4: OVCAR-4 ovarian cancer cells. 80,000 compounds, 3.7% hits. AID 1794784
DU-145: DU-145 prostate cancer; AID 1794760; 81,000 compounds, 4.2% hits
U251: U251 CNS tumor cells | 80,000 compounds, 5.4% hits
OVCAR-3: OVCAR-3 ovarian cancer. 79,000 compounds, 7% hits. AID 1794787
SK-OV-3: SK-OV-3 ovarian cancer cells. 80,000 compounds, 3.2% hits. AID 1794785
SF-295: SF-295 CNS cancer cells | 79,000 compounds, 5.6% hits | AID 1794758
PC-3: PC-3 prostate cancer cells | 80,000 compounds, 3.9% hits
The depositor's hits bear a star; · = no result given; & = joins results of further samples. The calls were made as follows: active = growth percent below 10; inactive = the rest.

SMILES	OVCAR-8	OVCAR-5	OVCAR-4	DU-145	U251	OVCAR-3	SK-OV-3	SF-295	PC-3
CCN(CC)c1ccc(N2C(=O)/C(=C/c3cn(-c4ccccc4)nc3-c3ccc(Cl)cc3)SC2c2ccc(N(C)C)cc2)cc1 (stereo not given)	107	105	112	112	102	122	108	95	102
O=C(c1cc([N+](=O)[O-])cc([N+](=O)[O-])c1)N(CCO)CCO	106	·	100	106	97	102	104	95	99
Cc1cc(NCCN2CCNCC2)n2c(nc3ccccc32)c1C#N	98	107	95	103	90	113	83	93	88
CC(/C=C1\SC(=S)N(CC(=O)NC(C(=O)O)C(C)C)C1=O)=C\c1ccccc1 (stereo not given)	102	99	108	108	102	·	92	103	103
COc1ccc(/C(C)=N/Nc2ncc(-c3cc(O)c(C)c(C)c3O)s2)cc1	72	123	74	102	87	89	116	102	67
CCCCCCn1c(O)c(N=Nc2nc(-c3cc4ccccc4oc3=O)cs2)c2cc(Br)ccc21	119	104	113	117	99	107	118	108	108
O=CN1N=C(c2cccc(Nc3ccnc4cc(Cl)ccc34)c2)CC1c1ccc(Cl)cc1 (stereo not given)	44	59	57	24	19	-17*	24	12	23
Cc1cc(=O)oc2cc(OCc3cn(CCNc4nc(-c5ccc(Cl)cc5)cn5ccnc45)nn3)ccc12	74	106	79	98	87	101	90	99	72
NC(=N\N=C/c1ccc(O)cc1)/C(N)=N\N=C/c1ccc(O)cc1	74	·	74	63	72	92	83	29	33
CNC(=O)OCc1c(COC(=O)NC)c(C)n(-c2ccc(OC)cc2)c1C	89	115	85	93	89	100	92	93	54
Cn1cc(C(=O)c2nc(-c3c[nH]c4ccc(F)cc34)no2)c2ccccc21	99	104	81	111	98	92	93	98	·
O=C(CCl)Oc1ccc([N+](=O)[O-])cc1	102	107	106	113	106	121	133	97	90
C#CCOc1ccccc1C(Nc1ccc(F)c(Cl)c1)c1nnnn1C1CCCCC1 (stereo not given)	91	96	80	99	89	96	95	74	63
O=C(C(O)C(O)C(O)C(O)CO)N(C1CCCCC1)C1CCCCC1 (stereo not given)	99	96	110	109	96	101	80	97	81
Cc1ccc([N+]2=NOC(=O)C2S(=O)(=O)Nc2ccc(-n3c(-c4ccc(Cl)cc4)nc4ccccc4c3=O)cc2)cc1 (stereo not given)	95	96	83	103	97	83	93	75	78
CCCCCc1cc(=O)[nH]c(=S)[nH]1	100	89	94	105	101	99	99	96	95
COc1ccc(NC(=O)c2sc3nc4c(cc3c2N)C(=O)CCC4)c(OC)c1	94	110	94	101	99	104	103	100	95
O=C(NCc1cn(Cc2cccc(Oc3ccccc3)c2)nn1)c1cccnc1Nc1cccc(F)c1	93	106	99	107	81	107	91	80	86
CC(=O)NCC1c2c(n(C)c3c(Cl)c(Cl)ccc23)C(=O)NC1(C)C (stereo not given)	91	89	103	108	95	107	116	90	91
O=C1CC(=P(c2ccccc2)(c2ccccc2)c2ccccc2)C(=O)N1c1ccccc1	96&105	90&91	103&106	109&115	98&104	111&108	103&103	108&109	76&92
Cc1ccc(-c2cc3nc(C(Cl)Cl)nc(-c4ccco4)n3n2)cc1	18	2.3*	36	-24*	1.0*	-36*	24	-4.8*	4.3*
CC(C)=CC[C@@H]1CC2(CC=C(C)C)C(=O)C(OC3(C(=O)c4ccccc4)C(=O)C4(CC=C(C)C)C[C@@H](CC=C(C)C)C(C)(C)C(CC=C(C)C)(C4=O)C3=O)(C(=O)c3ccccc3)C(=O)C(CC=C(C)C)(C2=O)C1(C)C (stereo not given in full)	1.1*	15	20	2.1*	5.8*	-9.0*	2.6*	-13*	-17*
CCOC(=O)C(Cc1ccccc1)(C(=O)OCC)C(Br)C(=O)c1ccccc1 (stereo not given)	81	98	40	93	88	61	92	95	·
Nc1n[nH]c(CCCNc2ccccc2)c1-c1nc2ccccc2s1	100	96	116	111	100	112	109	103	101
CC(C1CCC(CN2Cc3ccc(O)c(F)c3C2=O)CC1)N1CCOCC1 (stereo not given)	103	107	101	102	101	99	105	103	99

Reprinted from the part before: two entries; new compounds follow.
SMILES	OVCAR-8	OVCAR-5	OVCAR-4	DU-145	U251	OVCAR-3	SK-OV-3	SF-295	PC-3
Nc1n[nH]c(CCCNc2ccccc2)c1-c1nc2ccccc2s1	100	96	116	111	100	112	109	103	101
CC(C1CCC(CN2Cc3ccc(O)c(F)c3C2=O)CC1)N1CCOCC1 (stereo not given)	103	107	101	102	101	99	105	103	99
O=C1NN(c2ccccc2)C(c2ccccc2)N2CCC[C@@H]12 (stereo not given in full)	96	114	105	101	107	100	99	102	94
Cc1cc(C)nc(NS(=O)(=O)c2ccc(N)cc2)n1	99	·	111	104	95	112	105	96	98
Cc1nnc2nc(-c3ccccc3)nc(-c3ccccc3)n12	48	101	95	100	94	113	108	110	·
O=C1C(Cl)C(c2cccnc2)N1Nc1ncnc2ccccc12 (stereo not given)	105	103	113	109	106	119	106	110	102
COc1ccccc1N=NC(C#N)C(N)=O (stereo not given)	·	112	127	101	·	108	101	101	93
CCCCCN(CCCCC)CC(O)c1ccc2c3c(cccc13)CC2 (stereo not given)	88	68	89	107	70	85	88	70	68
C/C(=N\N=C1/SCC(=O)N1c1ccccc1)c1ccco1	103	117	146	119	102	·	115	98	95
Nc1nc(Cl)cc(=O)n1Cc1ccccc1	92	91	97	99	101	103	103	95	96
COc1cc(C2CC(C3C(=O)N(C)C(=O)N(C)C3=O)=NN2c2ccccc2)cc(OC)c1OC (stereo not given)	97	114	105	110	98	106	110	100	99
Cc1ccc2c(c1)[C@](O)(C(C)C)CC[C@]2(C)O	92	112	102	111	91	111	89	88	68
O=C1/C(=C/c2ccc(Cl)cc2)SC(=S)N1N1CCOCC1	101	99	118	107	99	106	90	104	92
CC1(C)CC(=O)C2=C(C1)N(c1ccc(OC(F)(F)F)cc1)C(N)=C(C#N)C2c1ccc(Br)cc1 (stereo not given)	61	99	75	99	79	85	87	62	67
CC[C@@H](CO)Nc1ccc2ncc(C#Cc3cncc(C(=O)Nc4ccc(CN5CCN(C)CC5)c(C(F)(F)F)c4)c3)n2n1	-58*	-14*	-44*	-82*	-88*	·	-40*	-85*	-21*
Nc1nn2c(-c3ccccc3)ccnc2c1N=Nc1ccc(S(N)(=O)=O)cc1	103	103	104	104	98	102	103	96	107
Cc1cccnc1-n1ncc(C(=O)Nc2nc3ccccc3s2)c1C	102	106	93	105	92	100	·	101	94
O=c1c2cc3cc(Cl)ncc3n2c(=O)c2cc3cc(Cl)ncc3n12	114	104	109	107	101	113	108	105	103
O=[N+]([O-])c1ccc(Oc2ccc(CCCc3ccccc3)cc2)c([N+](=O)[O-])c1	94	102	73	94	93	86	103	92	71
COc1cc(-c2c(C#N)c(N)nc3[nH]c(=S)[nH]c(=O)c23)cc(OC)c1OC	93	95	102	101	96	95	104	99	101
CCOC(=O)c1ccc2n1CCCc1cnc(NC3CCCC3)nc1-2	104	92	103	102	103	113	115	94	96
Nc1ncnc2c1C(c1ccc(O)cc1)c1sc3c(F)cccc3c1O2 (stereo not given)	106	95	92	99	107	109	111	104	93
COc1ccc2c(c1)c(-c1nonc1-c1cn(C)c3ccccc13)cn2C	36	52	46	15	33	3.1*	45	32	·
CCCNC(=O)CCCNc1ncnc2c1ncn2-c1cccc(C(C)O)c1 (stereo not given)	92	106	103	108	·	106	104	101	90
CC(C)C=C(C(=O)O)C(=O)O	100	111	106	122	99	123	106	106	101
O=S(=O)(Nc1ncccn1)c1ccc(NO)cc1	97	94	112	100	103	110	100	101	111
O=C(Nc1ccc(F)cc1)c1cc(-c2ccc(F)cc2F)ccc1O	7.5*	69	11	16	6.6*	6.1*	-8.9*	25	5.8*

Complete entries as entered above. Order of screens: OVCAR-8 | OVCAR-5 | OVCAR-4 | DU-145 | U251 | OVCAR-3 | SK-OV-3 | SF-295 | PC-3
Profile of Cc1cc(C)nc(NS(=O)(=O)c2ccc(N)cc2)n1 = 99 | · | 111 | 104 | 95 | 112 | 105 | 96 | 98
Profile of C/C(=N\N=C1/SCC(=O)N1c1ccccc1)c1ccco1 = 103 | 117 | 146 | 119 | 102 | · | 115 | 98 | 95
Profile of O=[N+]([O-])c1ccc(Oc2ccc(CCCc3ccccc3)cc2)c([N+](=O)[O-])c1 = 94 | 102 | 73 | 94 | 93 | 86 | 103 | 92 | 71
Profile of Cc1ccc2c(c1)[C@](O)(C(C)C)CC[C@]2(C)O = 92 | 112 | 102 | 111 | 91 | 111 | 89 | 88 | 68
Profile of CCOC(=O)C(Cc1ccccc1)(C(=O)OCC)C(Br)C(=O)c1ccccc1 (stereo not given) = 81 | 98 | 40 | 93 | 88 | 61 | 92 | 95 | ·

Continuation:
SMILES	OVCAR-8	OVCAR-5	OVCAR-4	DU-145	U251	OVCAR-3	SK-OV-3	SF-295	PC-3
CCCCCCCCCCP(=O)(O)CCCCCCCCCC	102	98	105	107	106	116	88	95	103
CC1(C)OC2C(CO)OC(n3ccc(=O)[nH]c3=O)C2O1 (stereo not given)	92	104	115	112	88	107	99	104	90
CN(C)c1ccc(C(c2ccc(N(C)C)cc2)C(O)c2ccccc2)cc1 (stereo not given)	102	101	109	109	110	105	95	103	99
COc1ccc(-n2nc(C(=O)Nc3ccccc3OC)nc2-c2cc(OC)c(OC)c(OC)c2)cc1	82	108	86	99	79	99	83	72	67
O=C(Nc1cccc(Cl)c1)Oc1c(Cl)cc(Cl)c(Cl)c1Cl	100	117	109	109	104	104	90	98	79
OC(c1ccccc1)C(O)c1ccccc1 (stereo not given)	117	90	105	104	106	97	111	108	100
Clc1ccc(CSc2nnc(-c3ccc4c(c3)nc(-c3ccccc3)n4C3CCCCC3)o2)cc1	75	88	64	84	71	82	66	62	35
O=c1c2cc(C(F)(F)F)ccc2sc2c(NCCCNCCO)nc3ccccc3c12	-3.5*	65	-42*	-72*	-61*	-74*	75	43	23
CN(C)C(=O)c1ccccc1C(=O)O	109	93	108	114	106	117	104	102	101
CCOC(=O)C1=NN(c2ccccc2)C(=O)C1N=Nc1c(Br)cc(S(N)(=O)=O)cc1Br (stereo not given)	96	104	99	107	99	104	99	95	95
Fc1ccc2nc(Cl)c(Cn3nnc(SCc4ccccc4)n3)cc2c1	103	95	94	100	106	113	100	93	98
CCOC(=O)c1ccc(N=C(N)N)cc1	98	102	103	111	89	103	90	92	90
O=c1[nH]c(S)c(/C=C2\C=c3ccccc3=NC2=S)s1	92	109	89	91	95	95	·	98	101
CCCOc1ccc(-c2nc(-c3ccc([N+](=O)[O-])cc3)cs2)cc1	103	97	93	125	105	123	103	106	100
Cc1cc(Cl)ccc1NC(=O)/N=C1\NC(=O)CS1	98	91	101	112	100	114	101	160	103
COc1ccc(-c2ccnc3c(C#N)c(Nc4ccccc4)nn23)cc1OC	85	83	103	94	88	·	100	93	89
CC(=O)O[C@H]1C[C@@]2(C)[C@@H](CC(N)[C@H]3[C@@]4(C)CCC(N)[C@@H](C)[C@@H]4CC[C@@]32C)/C1=C(\CCC=C(C)C)C(=O)O (stereo not given in full)	100	105	102	107	101	111	·	105	97
COc1cc(-c2nn(C(C)(C)C)cc2-c2ccnc(NCCCNS(=O)(=O)c3ccccc3)n2)ccc1Cl	85	84	58	67	92	93	103	83	55
COC(=O)/C=C/c1ccncc1	87	103	107	107	101	113	111	95	84
Nc1c(C(=O)Nc2ccccc2C(F)(F)F)sc2nc3c(cc12)C(=O)CCC3	96	105	115	94	·	94	70	81	94
Cc1ccc(S(=O)(=O)Oc2ccc(-c3cn4ccsc4n3)cc2)cc1	101	112	104	103	99	·	118	90	96
Cc1cc2ncn(C(=O)/C=C/c3ccccc3)c2cc1C	73	93	90	69	87	64	100	81	77
CC(=O)N1C/C(=C\c2cc3c(cc2C)OCO3)C(=O)/C(=C/c2cc3c(cc2C)OCO3)C1	·	96	109	113	100	108	97	99	97
C[Si](C)(CCC(=O)O)O[Si](C)(C)CCC(=O)O	105	103	106	103	101	96	104	103	107
CCN(CC)CCC(C)Cl (stereo not given)	105	98	103	114	104	120	108	103	·
SMILES	OVCAR-8	OVCAR-5	OVCAR-4	DU-145	U251	OVCAR-3	SK-OV-3	SF-295	PC-3
C/C=C1/C[N+]2(CCl)CC[C@@]34C[C@H]5[C@@H]6C[C@H]7c8c(c9ccccc9n8C)C[C@@H]([C@@H]6CO[C@@]5(C)O[C@@]35[C@@H]2C[C@@H]1[C@@H](C(=O)OC)N5c1ccccc14)N7C (stereo not given in full)	104	108	61	105	84	79	83	104	74
c1csc(-c2ccc(CNc3c4ccccc4nc4ccccc34)cc2)c1	56	67	15	62	-73*	9.5*	65	16	24
CCC(=O)c1ccc([N+](=O)[O-])cc1	108	121	109	102	102	104	105	99	104
CCOC(=O)C1=C(C)NC(SCc2nc(C)c(C)nc2C)N=C1c1ccccc1Cl (stereo not given)	99	97	99	105	105	102	114	96	85
CC(C)(C)c1cc(C(C)(C)C)cc(S(=O)(=O)Nc2cc3ccccc3cc2C(=O)NCCN)c1	5.0*	95	71	22	-22*	70	·	12	·
O=[N+]([O-])c1cc2c(c3cccnc13)COCO2	91	109	88	103	92	114	109	124	87
O=C(O)c1cc(=S)nc[nH]1	108	102	·	116	102	99	109	·	100
COc1cc(C2CC(c3ccc(F)cc3)=NN2C=O)ccc1OCc1cc(OC)c(OC)c(OC)c1 (stereo not given)	91	101	88	98	91	98	84	91	67
CC(C)(c1ccc(O)cc1)c1ccc(O)c(C(=O)O)c1	103	110	118	126	111	117	104	125	93

An excerpt of these results, as comma-separated lines.
canonical_smiles,OVCAR-8,OVCAR-5,OVCAR-4,DU-145,U251,OVCAR-3,SK-OV-3,SF-295,PC-3
c1csc(-c2ccc(CNc3c4ccccc4nc4ccccc34)cc2)c1,56,67,15,62,-73*,9.5*,65,16,24
CCC(=O)c1ccc([N+](=O)[O-])cc1,108,121,109,102,102,104,105,99,104
CCOC(=O)C1=C(C)NC(SCc2nc(C)c(C)nc2C)N=C1c1ccccc1Cl (stereo not given),99,97,99,105,105,102,114,96,85
CC(C)(C)c1cc(C(C)(C)C)cc(S(=O)(=O)Nc2cc3ccccc3cc2C(=O)NCCN)c1,5.0*,95,71,22,-22*,70,·,12,·
O=[N+]([O-])c1cc2c(c3cccnc13)COCO2,91,109,88,103,92,114,109,124,87
